Screening data: PubChem BioAssay, The Scripps Research Institute Molecular Screening Center
TEAD-YAP block = TEAD-YAP interaction inhibition | HEK-TIYL cells, TEAD-Gal4/YAP UAS-luciferase luminescence | hit rate 1.4% among 640,000 | inhibition, % at 9.12 µM; in the data active means inhibition above about 32%;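 further: 0% = median of test compound wells and 100% = reference inhibitor wells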
FBW7 activator = activators of human E3 ligase FBW7; Q969H0; hit rate 0.13% among 650,000; normalized activity (activation), % at 26.1 µM; AlphaScreen FBW7–phospho-cyclin E peptide binding, activator screen; AID 1259310; in the data active means normalized activity above about 1.9%;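 further: purified mutant Fbw7 with reduced substrate affinity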
MITF inh = inhibitors of human MITF; O75030; AlphaScreen MITF homodimerization, bead proximity signal; inhibition, % at 2.6 µM; hit rate 0.91% among 650,000; AID 1259374; in the data active means inhibition above about 50%;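 further: 0% = vehicle wells with protein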
Target sequence (O75030 whole entry, looked up): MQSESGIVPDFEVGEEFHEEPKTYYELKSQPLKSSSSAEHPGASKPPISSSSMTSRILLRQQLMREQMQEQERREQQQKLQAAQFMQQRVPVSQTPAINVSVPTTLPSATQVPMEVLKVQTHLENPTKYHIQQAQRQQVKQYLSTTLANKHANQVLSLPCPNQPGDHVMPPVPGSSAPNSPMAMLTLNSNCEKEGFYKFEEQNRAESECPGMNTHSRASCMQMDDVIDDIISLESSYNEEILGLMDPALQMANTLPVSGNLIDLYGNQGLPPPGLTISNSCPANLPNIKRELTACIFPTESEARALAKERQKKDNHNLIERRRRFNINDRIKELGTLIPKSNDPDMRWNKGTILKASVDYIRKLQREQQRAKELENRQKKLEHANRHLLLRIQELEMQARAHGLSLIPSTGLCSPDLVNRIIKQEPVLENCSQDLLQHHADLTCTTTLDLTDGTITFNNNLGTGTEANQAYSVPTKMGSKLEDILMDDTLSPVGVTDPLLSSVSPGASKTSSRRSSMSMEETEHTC
GPR151 activ = activates the human receptor GPR151; Q8TDV0; PathHunter beta-arrestin GPR151 cells, luminescence; activation, % at 11.2 µM; hit rate 1% among 650,000; AID 1508602; in the data active means activation above about 4.9%;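 further: 0% = median of compound wells and 100% = cells with positive control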
Target sequence (Q8TDV0 whole entry, looked up): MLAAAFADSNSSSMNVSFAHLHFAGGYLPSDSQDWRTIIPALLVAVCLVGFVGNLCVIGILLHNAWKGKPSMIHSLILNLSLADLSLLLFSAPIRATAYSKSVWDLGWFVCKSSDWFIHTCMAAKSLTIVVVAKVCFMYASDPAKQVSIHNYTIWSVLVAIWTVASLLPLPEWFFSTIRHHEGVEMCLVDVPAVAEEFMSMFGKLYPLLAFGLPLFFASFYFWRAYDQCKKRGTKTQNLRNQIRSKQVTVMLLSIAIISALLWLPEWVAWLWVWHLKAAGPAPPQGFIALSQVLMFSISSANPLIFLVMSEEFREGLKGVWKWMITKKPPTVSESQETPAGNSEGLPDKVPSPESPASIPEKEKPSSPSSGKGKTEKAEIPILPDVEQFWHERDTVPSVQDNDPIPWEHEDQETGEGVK
The depositor's hits bear a star.

SMILES	TEAD-YAP block	FBW7 activator	MITF inh	GPR151 activ
COc1cccc(CN(CC2CC2)C(=O)Nc2ccc(-c3cn[nH]c3)cc2)c1	-10.6	0.1	-8.3	-1.6
CC1CC(C)CN(Cc2nc3c(c(=O)n(C)c(=O)n3C)n2Cc2ccccc2)C1 (configuration not stated)	-8.7	-0.2	5.4	-0.4
CCCNc1nc(N2CCN(Cc3ccc4c(c3)OCO4)CC2)nc2nc[nH]c12	1.7	-0.2	-5.8	0.7
O=C(c1ccccc1)c1ccc(OCC(O)CNCC2CCCO2)cc1 (configuration not stated)	6.4	-0.1	12.1	-1.7
CCc1ccc(CN2CCC3(CC2)c2ccccc2[C@@H](NC(=O)CSC)[C@@H]3OC)o1	1.4	0.1	20.0	2.0
Cc1ccc(C)c(NC(=O)C(=O)NCC2CCCO2)c1 (configuration not stated)	-20.4	0.0	-0.5	-1.2
COc1ccc(C2=NOC(C(=O)Nc3cc(C)on3)C2)cc1 (configuration not stated)	-18.8	0.0	6.3	3.1
COc1ccc(N2CCN(c3cc(N4CCCC4)ccc3[N+](=O)[O-])CC2)cc1	3.8	-0.2	4.0	-0.5
O=C1COc2cc(S(=O)(=O)NCc3ccccc3Cl)c(Cl)cc2N1	3.0	0.1	5.0	0.9
Cc1cnc(-c2ccc(C(=O)N3CCN(C)CC3)cc2)nc1NCCc1ccc(O)cc1	2.4	-0.1	-4.7	-0.4
CC(C)(C)c1cc(Br)ccc1OCC(=O)Nc1sc2c(c1C(N)=O)CCCC2	7.2	-0.1	0.6	0.7
CC(=O)Oc1c(C)cc(O)c2ccccc12	7.0	0.2	8.7	1.9
O=C1NC(=O)C2(COC(c3ccc([N+](=O)[O-])cc3)OC2)S1 (configuration not stated)	-1.3	-0.1	0.8	-0.9
CC(C)c1ccc(NC(=O)CSc2nnc(-c3ccccc3)c(-c3ccccc3)n2)cc1	8.4	0.1	7.1	1.7
CCOc1ccc(NC(=O)CN(CCc2ccccc2)S(=O)(=O)c2ccc(OC)cc2)cc1	5.2	0.1	1.3	-0.6
Cc1ccc(Cl)cc1NC(=O)C(=O)NCc1ccco1	-14.3	-0.2	-1.4	0.4
Cc1cc(=O)oc2cc(OCc3ccccc3)c(Cl)cc12	-16.4	0.0	8.8	-0.3
COc1cccc2c1OC1(C)C(C(=O)Nc3ccc(Cl)cc3)C2NC(=S)N1c1cccc(F)c1 (configuration not stated)	-5.8	0.2	2.4	2.5
Cc1ccc(Cn2nnc3c(=O)[nH]c(C4CCN(C(=O)Cc5cccs5)CC4)nc32)cc1	-0.1	0.1	7.5	-0.5
O=C(CC[C@H]1CN(Cc2cccnc2)CC[C@H]1N1CCCC1)Nc1ccc2c(c1)CCC2	6.5	-0.2	9.8	-0.7
Cc1cc(=O)[nH]c2nnc(SCC(=O)NC3CCCC3)n12	11.9	-0.2	0.3	1.6
CCS(=O)(=O)N1CCC(n2cnc3cccnc32)CC1	2.7	-0.1	-0.5	0.6
Cc1ccc(C)c(NC(=S)N2CCN(C)CC2)c1	-6.6	0.2	3.0	-0.7
CCOc1ccc(-n2c(C)c(C)n3c4c(=O)n(CC(C)=O)c(=O)n(C)c4nc23)cc1	7.7	0.4	12.7	-2.0
O=C1CCCN1CCCNc1nc(NCCO)c2ncn(-c3ccsc3)c2n1	11.0	0.1	11.7	0.4
Cc1cc(C)cc(OCC(O)CN2CCN(Cc3ccc4c(c3)OCO4)CC2)c1 (configuration not stated)	8.7	0.1	14.2	0.0
COc1ccc(C(NC(=O)c2cccnc2)c2cc(Cl)c3cccnc3c2O)cc1OC (configuration not stated)	16.5	-0.6	14.1	-0.5
Cn1c(=O)oc2cc(S(=O)(=O)NCCC(=O)N3CCN(c4ccccc4)CC3)ccc21	-1.9	0.1	-9.3	-0.6
CCCCCC(=O)Oc1cccc(N2C(=O)C3C4CCC(C4)C3C2=O)c1 (configuration not stated)	-5.6	-0.1	-12.4	0.0
CSCCCN1C(=O)CCC1CCNCc1cc2c(cc1Cl)OCO2 (configuration not stated)	-21.4	0.0	2.6	-0.3

3 structures already listed, sorted by formula weight, high to low:
SMILES	TEAD-YAP block	FBW7 activator	MITF inh	GPR151 activ
Cc1cc(C)cc(OCC(O)CN2CCN(Cc3ccc4c(c3)OCO4)CC2)c1 (configuration not stated)	8.7	0.1	14.2	0.0
CCCCCC(=O)Oc1cccc(N2C(=O)C3C4CCC(C4)C3C2=O)c1 (configuration not stated)	-5.6	-0.1	-12.4	0.0
Cc1ccc(Cl)cc1NC(=O)C(=O)NCc1ccco1	-14.3	-0.2	-1.4	0.4

The list goes on:
SMILES	TEAD-YAP block	FBW7 activator	MITF inh	GPR151 activ
CC(C)CN1C(=O)c2ccc(C(=O)O)cc2C1=O	2.7	0.2	15.9	-0.8
O=C1OC(c2cccc(Cl)c2)=N/C1=C\c1ccc(OCc2ccccc2)cc1	3.1	-0.1	-1.7	-0.5
CCNC(=O)CCc1nc(-c2ccccc2OC)no1	-12.9	-0.1	-1.4	-2.2
CCOc1ccc(-n2c(=S)sc3c(=O)n(-c4ccc(C)cc4)c(SCc4cccnc4)nc32)cc1	4.1	0.1	4.2	2.1
O=C(O)c1ccccc1C(=O)N1CCN(c2ccccc2)CC1	0.7	0.2	6.7	0.8
O=C(Nc1sc2c(c1C(=O)Nc1ccc(Cl)cc1)CCCCC2)c1ccco1	-1.2	0.0	9.8	-1.5
CCOc1ccc(-c2nnn(CC(=O)NC(C)(C)CC)n2)cc1OCC	-3.9	0.0	2.9	1.4
COCCCNC(=O)CCc1csc2nc(C)cn12	-11.1	0.3	-2.4	-0.6
Cc1cccc(NC(=O)CCC2CCN(C(=O)CCc3cnn(C)c3)CC2)c1	-14.1	-0.1	-5.7	1.3
CC(C)c1ccc(C2/C(=C(/O)c3ccc(Cl)cc3)C(=O)C(=O)N2CCCN2CCOCC2)cc1 (configuration not stated)	-12.3	0.1	3.2	0.5
NC(=O)c1ccc(NC2CCCc3ccccc32)c([N+](=O)[O-])c1 (configuration not stated)	6.2	-0.2	3.7	1.4
CN1C(=O)C(O)(C2CCc3ccccc3C2=O)c2ccccc21 (configuration not stated)	4.1	0.5	18.8	-1.0
CN(C)S(=O)(=O)c1cccc(C(=O)OCC(=O)Nc2ccc3ccccc3c2)c1	-3.4	0.9	16.2	-1.5
COC(CNC(=O)c1cc(Nc2ccc(C)c(C)c2)nc2ccccc12)OC	4.8	0.2	5.8	-0.3
O=C(O)Cn1c2ccccc2c2nn3c(nc4ccccc43)nc21	-9.7	0.0	4.2	0.4
Cc1cccc(NS(=O)(=O)c2ccc(NS(=O)(=O)c3ccc4c(c3)OCCO4)cc2)c1	7.1	0.0	1.9	0.9
c1ccc(-c2cnnn2-c2ccccc2)cc1	0.6	-0.1	2.1	0.5
CC1Sc2cc(S(=O)(=O)N3CCC(N4CCCCC4)CC3)ccc2NC1=O (configuration not stated)	3.1	-0.1	-6.7	-0.6
COc1cc2nc(CN3CCCCC3)[nH]c(=O)c2cc1OC	1.4	0.0	10.3	1.0
COCCCNC(=O)CN(Cc1ccccc1)S(=O)(=O)c1ccc(Cl)cc1	-3.4	0.1	5.5	-0.7
Cc1ccc2scc(N3CC(C)CC(C)C3)c(=O)c2c1 (configuration not stated)	-7.1	1.2	-0.1	-1.4
CSc1ccc(Cn2nnc(C(=O)Nc3cccc(C)c3)c2N)cc1	-1.3	-0.1	-16.8	0.1
COC(=O)C1=CN(CC(C)C)C=C(C(=O)OC)C1c1cccs1	4.2	0.5	9.2	-0.3
Cc1ccc(NC(=O)/C(=C/c2cccc([N+](=O)[O-])c2)NC(=O)c2ccc(F)cc2Cl)cc1F	-17.0	0.0	-14.2	-0.1
CCc1ccc(-n2c(-c3ccc4[nH]c(C)c(C)c4c3)n[nH]c2=S)cc1	-3.8	0.2	10.0	1.3
O=c1c2ccccc2ncn1-c1ccc2nsnc2c1	-8.3	0.1	3.6	-0.3
CC(C)N(C)Cc1nnnn1CC(=O)NC(Cc1ccccc1)c1ccccc1 (configuration not stated)	0.3	-0.1	-6.8	2.2
CC(C)N(Cc1nc(-c2ccccc2)no1)C(=O)c1ccc(Cl)cc1	-41.5	-0.3	-22.1	0.9
Cc1cc(C)nc(SCc2csc(N)n2)n1	0.1	0.1	13.1	0.1
Cc1cccc(COc2coc(CN3CCN(c4ccc(F)cc4)CC3)cc2=O)c1	-10.7	-0.2	-5.1	-1.6
O=C(CN(Cc1ccccc1)S(=O)(=O)c1ccc(F)cc1)NCc1cccnc1	1.9	-0.2	5.5	-0.3
CCOC(=O)c1cc[n+](CC(=O)c2ccc(C)cc2)cc1	-11.0	0.4	-9.9	0.0
COC(=O)C1=C(C(=O)OC)SC2(S1)C(C(=O)OC)=C(C(=O)OC)SC1=C2c2cc(C)c(C)cc2N(C(=O)C(F)(F)F)C1(C)C	-1.3	0.1	10.7	-0.7
O=C(Cc1ccc([N+](=O)[O-])cc1)Nc1ccc(Cl)c(Cl)c1	-6.9	0.1	2.7	0.1
Cc1cc(C)c(S(=O)(=O)NCc2ccccn2)c(C)c1	12.1	0.1	-0.3	0.8
Cn1c(=O)c(=O)n(C)c2cc(S(=O)(=O)Nc3ccccc3F)ccc21	-18.5	-0.4	10.3	-0.5
O=S(=O)(c1ccc(N2CCOCC2)nc1)N1CCSCC1	-10.4	-0.2	10.4	-1.0
O=C(Nc1ccc(C(O)(C(F)(F)F)C(F)(F)F)cc1)c1cccc([N+](=O)[O-])c1	-28.6	0.0	-61.8	0.2
C=C1CC(C(=O)N/N=C/c2cccc(Br)c2)C1	-16.5	-0.1	-4.2	-0.3
O=C(CSc1ccc2nnc(-c3cccs3)n2n1)Nc1ccccc1	6.8	0.0	3.0	1.5
COc1cc(OC)c(C(=O)N2c3ccccc3CC2C)cc1OC (configuration not stated)	-5.5	0.0	4.0	-0.1
Cc1ccc(CN2C(=O)C(C(C)C(=O)NCC3CCCO3)Sc3ccccc32)cc1 (configuration not stated)	-4.7	-0.1	-6.3	1.9
C[C@@H](Cn1nnc2ccccc21)NC(=O)Cc1ccccc1F	-0.8	-0.1	-18.3	-1.5
Cc1ccc(/C=C(\C#N)C(=O)NC2CCCCC2C)cc1[N+](=O)[O-] (configuration not stated)	6.7	0.5	2.4	-0.9
O=C(N/N=C/c1cccc(Cl)c1)c1ccc(O)cc1	-33.8	0.0	-4.4	0.5
Cc1n[nH]c(C)c1S(=O)(=O)N1CCCC(N(C)CCc2ccccc2)C1 (configuration not stated)	11.9	0.3	11.6	-0.7
COC(=O)C(C(=O)Nc1cc(C)on1)C1CCCCCC1 (configuration not stated)	8.1	0.1	19.5	-0.5
CCOC(=O)C1=C(c2ccccc2)N=C2SCC(=O)N2C1c1ccccc1OC (configuration not stated)	8.1	0.0	11.5	-0.1
Cc1ccc(N=Cc2cccc(O)c2O)cc1C	-3.9	-0.1	-3.4	-0.6
O=C(CCN1C(=O)c2ccccc2C1=O)Oc1ccc(Cl)cc1Cl	-4.2	0.0	-1.1	-0.6
CS(=O)(=O)NCC1CCC(C(=O)Nc2ccc3c(c2)Cc2ccccc2-3)CC1 (configuration not stated)	-18.9	-0.1	2.7	0.5
CCCCC(=O)Nc1cccc(NC(=O)COc2ccc(C)cc2)c1	-18.8	0.1	18.6	-0.8
O=C(Nc1ccc(N2CCCC2=O)cc1)c1cncc(Br)c1	-5.2	0.0	-11.1	5.1*
Cc1cc(Br)ccc1OCC(=O)Nc1ccccc1C(N)=O	-46.1	0.2	5.3	0.7
O=C(Nc1cccc([N+](=O)[O-])c1)C1CC(=O)N(c2ccc(Cl)c(Cl)c2)C1 (configuration not stated)	-3.0	-0.1	3.6	1.3
CC(CNc1ccc(Cl)cc1[N+](=O)[O-])NS(=O)(=O)c1ccc(Cl)cc1 (configuration not stated)	-7.0	0.0	4.0	-1.5
CSc1nccc(-c2cc(Cl)c3c(c2)CC(CNC(=O)c2cccnc2C)O3)n1 (configuration not stated)	-4.1	-0.1	2.0	-0.2
CC1CCC(NC(=O)C2=NNC(=O)CC2)CC1 (configuration not stated)	-14.6	0.0	-9.2	-0.6
CC(Oc1cccc2cccnc12)C(=O)NN (configuration not stated)	3.8	0.1	-9.5	0.9
Cc1cccc(-n2ncc3c(Nc4cccc(C(=O)O)c4)ncnc32)c1	-24.9	1.1	13.4	-2.1
Cc1ccn2c(CNCCc3ccc(O)cc3)c(C(=O)N3CCCCCC3)nc2c1	4.8	0.3	-0.6	-0.2
CC(=O)OCC(=O)[C@@]1(O)[C@H](C)CC2C3CCC4=CC(=O)C=C[C@]4(C)[C@@]3(F)[C@@H](O)C[C@@]21C (some centres not stated)	-7.9	0.1	4.9	-1.8

Exported with two lines to a compound: four of the compounds above
Fields: TEAD-YAP block | FBW7 activator | MITF inh | GPR151 activ
CC(=O)OCC(=O)[C@@]1(O)[C@H](C)CC2C3CCC4=CC(=O)C=C[C@]4(C)[C@@]3(F)[C@@H](O)C[C@@]21C (some centres not stated)
 : -7.9 | 0.1 | 4.9 | -1.8
Cc1ccc(N=Cc2cccc(O)c2O)cc1C
 : -3.9 | -0.1 | -3.4 | -0.6
CC(Oc1cccc2cccnc12)C(=O)NN (configuration not stated)
 : 3.8 | 0.1 | -9.5 | 0.9
CCCCC(=O)Nc1cccc(NC(=O)COc2ccc(C)cc2)c1
 : -18.8 | 0.1 | 18.6 | -0.8
